bovine MsrA act: bovine methionine sulfoxide reductase A activation. hit rate 0.3% among 360,000. activation, % at 10.6 µM. AID 602163. purified bovine MsrA, absorbance read-out; in the data active = activation above about 7.5%;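 note: 0% = vehicle and 100% = reference activator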
CSN inh: CSN deneddylation inhibition; Q92905; inhibition, % at 12.5 µM; Purified CSN, SCF-Nedd8-OG deneddylation, fluorescence polarization; hit rate 0.38% among 360,000;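 active = pattern-corrected inhibition above about 35%, with an unprinted fluorescence ratio check between 0.5 and 1.5, limit read from the data, passing the limit was not always enough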;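 note: 0% = enzyme with substrate and 100% = substrate without enzyme; some results filed as inactive read as strong as hits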
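Assay system: HEK293T-derived human Csn5 enzyme; quantity: 0.24 nM enzyme; medium: Tris/NaCl/DTT buffer, pH 7.5; also added: substrate SCFSkp2-Nedd8OG, 10 nM; doses: 12.5 µM compound; schedule: 90 min reaction at room temperature; signal: FP; read-out: % inhibition of substrate cleavage by Csn5; benchmarks: substrate-only high control, full reaction low control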
FAS-TE inh: inhibitors of human fatty acid synthase thioesterase domain; recombinant FAS-TE, OMFH fluorogenic substrate, fluorescence endpoint; inhibition, % at 15 µM; hit rate 0.67% among 360,000;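 active = compounds whose normalised, plate-corrected inhibition of enzyme fluorescence in the single-dose primary screen is 50% or more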;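 note: 0% = DMSO with enzyme and 100% = substrate without enzyme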
Neddylation inh: cullin neddylation inhibition; P61081+Q13564; AID 651699; TR-FRET cullin neddylation, biochemical; hit rate 0.58% among 360,000; calls only at 25 µM; in the data active = inhibition above about 36%
eLon inh: inhibitors of E. coli Lon protease; purified E. coli Lon protease, fluorescence polarization; inhibition, % at 7.94 µM; AID 602123; hit rate 0.42% among 360,000; P0A9M0; in the data active = inhibition above about 13%, passing the limit was not always enough;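 note: 0% = enzyme with probe and DMSO and 100% = no enzyme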
MLLE-PAM2 inh: inhibitors of microRNA-mediated deadenylation, human PABP1 MLLE binding | GST-MLLE / FITC-PAM2 fluorescence polarization | inhibition, % at 20 µM | hit rate 0.36% among 360,000 | AID 588489; in the data active = inhibition above about 35%, passing the limit was not always enough;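 note: plate controls were DMSO wells with GST-MLLE for no effect and wells lacking GST-MLLE protein for full effect; some results filed as inactive read as strong as hits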
Rin1 Abl inh: human Rin1-Abl interaction inhibition. P00519+Q13671. TR-FRET Rin1/Abl binding, biochemical. inhibition, % at 7.35 µM. hit rate 0.4% among 360,000. AID 588664; in the data active = inhibition above about 5%, passing the limit was not always enough
MsrA inhibitor: inhibitors of bovine MsrA; hit rate 0.75% among 360,000; inhibition, % at 15.5 µM; purified bovine MsrA, absorbance read-out; AID 651718; in the data active = inhibition above about 4.5%;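 note: 0% = vehicle wells with enzyme and 100% = reference inhibitor wells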
Tb MetRS inh: blocks T. brucei methionyl-tRNA synthetase activity | purified T. brucei MetRS, ATP depletion, Kinase-Glo luminescence | inhibition, % at 11.9 µM | hit rate 0.4% among 360,000 | AID 624268;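 active = inhibition above a per-plate cutoff of the control wells' mean inhibition plus 3 SD, cut at about 5.5% in these data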;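 note: 0% = DMSO wells median and 100% = median of wells with control inhibitor compound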
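Dosing: 11.9 µM single point; system: parasite MetRS enzyme; technique: luminescence of leftover ATP; times: 15 min enzyme-compound preincubation, 2 h reaction, 10 min detection, 25 °C; replicates: each compound tested once; read-out basis: percent inhibition relative to median high and low control wells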
* marks the source's active call; other numbers are inactive results; i = inactive; nt = not tested or not shown; + = active, no number.

SMILES	bovine MsrA act	CSN inh	FAS-TE inh	Neddylation inh	eLon inh	MLLE-PAM2 inh	Rin1 Abl inh	MsrA inhibitor	Tb MetRS inh
CC[C@H](C)[C@@H](CN[C@H](C)CNC)NCCC(c1ccccc1)c1ccccc1	-2	-3	-5	i	-4	-8	1	0.0	-0.2
CCOc1ccc(C(=O)NC(=S)NC2CCCC2)cc1[N+](=O)[O-]	3	3	15	i	10	8	1	-0.5	0.9
CN(C)S(=O)(=O)c1ccc2c(c1)nc(CCC(=O)O)n2C	-1	-2	-4	i	-1	-2	0	-1.5	0.3
CCN1CCN(C(c2ccccc2)c2nnnn2CCc2ccc(OC)c(OC)c2)CC1 (centres undefined)	-4	3	-5	i	6	-1	-1	-1.0	-0.1
Cc1cc(Br)ccc1NC(=O)CN(C)C(=O)Cn1c(=O)cnc2ccccc21	-4	-1	-4	i	-5	-96	0	-0.2	0.0
CC(=O)c1cccc(-c2cnc3c(NC=O)cc(-c4ccc(N5CCN(C)CC5)cc4)cn23)c1	-4	4	2	i	-27	-43	-13	0.1	-0.4
CCSc1nnc(NC(=O)c2cc(C)nc3ccccc23)s1	-4	3	-6	i	-3	-2	-2	0.9	-1.0
CNC(=O)/C(C#N)=C\c1cc(C)n(-c2ccc(N3CCOCC3)cc2)c1C	0	-9	-1	i	4	12	3	1.5	0.0
Cc1ccccc1-c1cc2nc(NCCN3CCNC3=O)n(C)c(=O)c2s1	-2	-1	-6	i	6	-7	-10	1.3	-0.1
O=C1NC(=O)/C(=C\c2ccc(N3CCOCC3)o2)N1	-16	-5	-7	i	10	15	0	1.4	-2.7
O=C(Nc1ccccc1Cl)c1ccc(S(=O)(=O)N2CCOCC2)cc1	-8	0	-4	i	-1	7	-2	-0.3	-0.8
Cn1c(=Nc2ccccc2)sc2ccccc21	-3	2	18	i	-8	-1	5	-0.7	-0.6

Reprinted from the part before: 2 compounds, followed by the next part.
SMILES	bovine MsrA act	CSN inh	FAS-TE inh	Neddylation inh	eLon inh	MLLE-PAM2 inh	Rin1 Abl inh	MsrA inhibitor	Tb MetRS inh
O=C(Nc1ccccc1Cl)c1ccc(S(=O)(=O)N2CCOCC2)cc1	-8	0	-4	i	-1	7	-2	-0.3	-0.8
Cn1c(=Nc2ccccc2)sc2ccccc21	-3	2	18	i	-8	-1	5	-0.7	-0.6
COc1ccc(CC(=O)Nc2nnc(C)s2)cc1	0	-1	-4	i	-3	-1	1	0.0	0.1
CCOc1ccc(NS(=O)(=O)c2ccc3[nH]cc(C(=O)NCC4CCCO4)c(=O)c3c2)cc1 (centres undefined)	-1	4	-8	i	-3	2	-5	-0.7	-0.2
Cc1ccc(C(=O)N2CCN(c3ccc(NC(=O)CSc4ccc(Cl)cc4)cc3)CC2)cc1	2	0	-6	i	6	3	-4	-0.7	0.0
CC1CCCN(Cc2c(C(=O)N3CCc4ccccc4C3)nc3ccc(Cl)cn23)C1 (centres undefined)	-7	3	2	i	-3	4	5	1.2	-0.3
Cc1c(C=O)c(=O)n(-c2ccccc2)n1-c1ccccc1	-3	0	-13	i	-6	0	-2	1.6	-0.5
CCn1cc(CN2CCC(n3nccc3NC(=O)CCCc3ccccc3)CC2)cn1	-3	-3	-4	i	-5	22	2	-0.1	-0.1
Cc1cc(C)nc(NC(=O)Cc2ccc(Cl)cc2)c1	3	4	4	i	8	7	-1	-0.1	0.4
CCN(CC)C(=O)c1cc2c(=O)n3cccc(C)c3nc2n1C	0	1	-5	nt	-1	4	0	2.9	-1.4
CC(C)C[C@H](NC(=O)N1CCn2c1nc1ccccc12)C(=O)NCc1ccc2c(c1)OCO2	-1	-3	31	i	-3	-5	-1	0.9	0.0
O=C(NCCOc1ccccc1Cl)C(=O)Nc1ccccc1	-2	-1	-6	i	-3	12	-1	0.2	0.1
CCc1ccc(C(=O)COC(=O)c2ccc(Cl)nc2)cc1	-3	8	16	i	-3	-5	3	-0.7	-0.4
O=c1c2nccnc2[nH]c(=S)n1Cc1ccccc1	-4	-5	-6	i	-2	-42	-3	-0.2	-0.3
Cc1nnc(NC(=O)c2cc3n(n2)C(C(F)(F)F)CC(C2CC2)N3)s1 (centres undefined)	0	2	-6	i	-9	3	1	1.1	-0.5
CCCC(=O)Nc1ccc(NC(=S)NC(=O)c2ccccc2[N+](=O)[O-])cc1	-8	-11	-6	i	-2	35	-1	0.7	0.3
Cn1c(CO)cnc1SCc1ccc(F)cc1	-1	-7	-1	i	0	19	3	-0.7	-0.7
COc1cccc(N2CCN(C(=O)CSc3ccc(F)cc3)CC2)c1	-5	1	2	i	-7	28	0	-0.7	-0.9
COCCCNC(=O)C(=O)C1C(=O)Nc2ccccc21 (centres undefined)	-9	1	-12	i	-5	-2	4	2.6	-0.9
C[C@H](c1ccccc1)N1C[C@H](COCc2ccccc2)Oc2cc(N3CC[C@H](O)C3)ccc2S1(=O)=O	-3	-3	18	i	2	nt	nt	-0.3	0.2
c1ccc(C[C@H]2CNCCN2CCCCC2CCCCC2)cc1	-6	1	-36	i	13	-15	3	-0.1	-0.3
COc1cc(/C=C/c2nc3ccccc3c(=O)[nH]2)ccc1OC(F)F	-1	2	0	nt	-7	3	0	-0.5	-0.4
Cn1c(C(=O)NCCC2=CCCCC2)cc2c(=O)n3ccccc3nc21	0	2	5	nt	-7	-13	0	0.6	0.2
CCOc1ccc(S(=O)(=O)NCC(=O)N(C)Cc2cccnc2)cc1	3	-5	-3	i	-4	17	5	-0.1	-0.3
CCCc1nc2ccc(C(=O)OC)cn2c1Cc1ccccc1C(F)(F)F	-3	3	12	i	-20	-2	4	1.5	-0.7
Cc1ccc(C)c(S(=O)(=O)N2CCCN(C)CC2)c1	-2	2	-7	i	-3	3	-1	-0.2	-0.7
COc1ccc(CCNC(=O)Nc2nnc([C@H]3C[C@H](O)[C@@H](CO)O3)s2)cc1OC	4	6	-10	i	-17	-7	-4	-0.6	-0.2
C[C@@H]1CN([C@H](C)CO)C(=O)c2c(c3ccccc3n2C)-c2ccccc2CO[C@@H]1CN(C)C(=O)Nc1ccc2c(c1)OCO2	0	-2	3	i	-9	13	1	1.0	-1.7
CN(C)C(=O)c1noc2cc([N+](=O)[O-])ccc12	-9	5	-6	i	4	2	-5	0.5	-0.7
CCCC(=O)OCC1CN(Cc2ccco2)S(=O)(=O)c2c(F)cccc2O1 (centres undefined)	-3	5	6	i	-9	4	-2	-0.9	-0.3
CN(C(=O)c1ccccc1)C1c2c(ccc3ccccc23)OCC1CO (centres undefined)	-2	3	20	i	5	-7	4	-1.1	-0.1
O=C(CSc1nnnn1-c1ccc(F)cc1)NCc1cccs1	-4	2	1	i	-13	1	4	-1.1	0.9
ON=C(CCc1ccccc1)CCc1ccccc1	-4	-74	-20	i	-9	10	1	0.0	-0.1
COc1ccc(Nc2nc(N)nc(CSc3nnc(N)s3)n2)cc1	-4	-5	-9	i	-3	1	3	0.1	-0.9
CCC/C(O)=C1\C(=O)CCCC1=NCCc1ccc(OCC)c(OCC)c1	-1	0	-3	i	1	-6	-2	-0.1	-0.6
COc1ccc(C(=O)N/C(=C\c2cccc3ccccc23)C(=O)NCCc2c[nH]c3ccccc23)cc1OC	-1	2	13	i	-3	-15	-4	5.0*	-0.5
CC(C)(C)C(=O)Oc1cccc(Nc2ncnc3ccccc23)c1	-2	2	2	i	-2	7	-2	0.3	0.8
COc1ccc(CNC(=O)COC(=O)CO/N=C(\C)c2ccc3c(c2)OCO3)cc1	-4	0	0	i	1	-11	5	-0.3	-0.1
CCOC(=O)C1CCN(C(=O)Nc2ccc3c(c2)nc(C)n3C)CC1	-2	-1	-9	i	-3	-8	2	-0.2	-0.8
CC1Sc2ccc(S(=O)(=O)CCC(=O)N(C)Cc3ccccc3)cc2NC1=O (centres undefined)	-1	-3	0	i	-5	-10	1	0.6	-0.2
Cc1cc(C(=O)CSc2nc(N)cc(N)n2)c(C)n1-c1cccc(F)c1	-9	-1	-11	i	-9	31	-3	0.6	-0.4
CN(C)/C=N/C(=S)Nc1ccccc1	-7	-9	-2	i	-3	-18	1	0.3	0.3
Cc1ccc(S(=O)(=O)NCC(=O)OC(C(=O)c2ccccc2)c2ccccc2)cc1 (centres undefined)	-5	4	15	i	-1	0	-3	-0.7	-0.7
Cc1ccnc(N2CCC(C(=O)NNC(=O)c3ccccc3C)CC2)n1	-1	1	-7	i	1	-4	3	0.1	-0.4
CCOC(=O)C1=C(CC)OC(N)=C(C#N)C1c1ccc(F)cc1F (centres undefined)	-7	-9	10	i	-9	17	1	0.0	0.1
Oc1ccccc1C1SC(c2ccccc2O)SC(c2ccccc2O)S1 (centres undefined)	-4	6	40	i	5	12	0	0.3	-0.2
CCOC(=O)c1c(C(F)(F)F)nc2ncccn12	-3	2	-7	i	5	6	0	-0.7	-0.1
COc1ccc(/C=N/OCC(=O)Nc2nc3ccccc3s2)cc1OC	-2	3	2	i	-12	-9	-4	1.7	-0.5
CSCC[C@H](NC(=O)N1C[C@H]2C[C@@H](C1)c1cccc(=O)n1C2)C(=O)Nc1ccc(NC(C)=O)cc1	-3	0	-2	i	1	7	1	0.0	-0.3
CC(C)(C)NC(=O)c1cc(-c2ccc3c(c2)OCO3)nc2ccccc12	-8	5	5	+	-13	2	2	0.5	-0.5
CN1CCN(C(=O)c2cc3c(ccc4ccccc43)oc2=O)CC1	-3	-2	-4	nt	5	5	-10	2.5	-0.7
COc1ccc2nc(Nc3nc(-c4ccncc4)cs3)sc2c1	-3	9	1	i	0	7	-8	0.9	0.5
CCOc1ccc(N=Nc2c(N)[nH][nH]c2=O)cc1	-4	1	-12	i	-7	1	-11	1.6	-1.0
CCc1ccccc1NC(=O)CC(c1ccc(OC)cc1)n1cccc1 (centres undefined)	-2	-3	-1	i	3	13	-3	-0.1	-0.5
CN(C)CCC(=O)N1c2ccccc2Sc2ccc(C(F)(F)F)cc21	-1	7	-3	i	0	3	-1	-0.4	-0.3
CCN(c1ccccc1)S(=O)(=O)c1ccc(C(=O)Nc2c(C)n(C)n(-c3ccccc3)c2=O)cc1	-11	7	-4	i	-1	16	1	-0.6	-0.3
O=C1Nc2ccc(S(=O)(=O)N3CCCC3)c3ccc(S(=O)(=O)N4CCCC4)c1c23	-2	3	10	i	3	12	-7	-0.8	-0.8
C/C(=N\OC(=O)c1ccc(Cl)cc1)c1nccs1	-4	-1	-3	i	2	5	-3	-0.1	0.0
N#CCC(=O)N/N=C/c1c(-c2ccccc2)n(-c2ccccc2)c2ccccc12	-2	-1	17	i	-9	-8	2	1.6	-0.1
CC1=C(C(=O)OCCC(C)C)C(c2ccc3c(c2)OCO3)NC(=O)N1 (centres undefined)	-3	-1	5	i	1	-8	0	0.9	-0.5
NC(=O)[C@@H]1CCCNc2c(F)cc([N+](=O)[O-])cc2C(=O)N[C@@H](CCC(=O)O)C(=O)N[C@@H](CO)C(=O)N1	-5	-3	-11	i	-2	-8	-2	1.2	0.3
CCOC(=O)CSc1nc(-c2ccc3c(c2)OCO3)ccc1C#N	-15	1	4	nt	-1	8	-2	-0.4	0.0

Grouped by structure: the entries above containing a tert-butyl group.
SMILES	bovine MsrA act	CSN inh	FAS-TE inh	Neddylation inh	eLon inh	MLLE-PAM2 inh	Rin1 Abl inh	MsrA inhibitor	Tb MetRS inh
CC(C)(C)C(=O)Oc1cccc(Nc2ncnc3ccccc23)c1	-2	2	2	i	-2	7	-2	0.3	0.8
CC(C)(C)NC(=O)c1cc(-c2ccc3c(c2)OCO3)nc2ccccc12	-8	5	5	+	-13	2	2	0.5	-0.5
